High-throughput results as filed in PubChem.
KDM5B inhibitor: inhibitors of human KDM5B histone demethylase; KDM5B demethylase, FDH-coupled NADH fluorescence (FDH is formaldehyde dehydrogenase); Potency, µM (doses to about 57.7 µM), without a hit: at the top dose activity change, negative = inhibition, actives largely listed as inhibitors; 220,000 compounds, 2.6% hits; active means well fitted inhibition curve with a large enough effect; inconclusive means small, poorly fitted or top-dose-only effect; inactive means no such curve, though single readings can be large or run the other way; further: 0% is about no effect; nearly all actives have a fitted effect of over 70% in size
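qHTS format, multiple compound concentrations. Buffer 50 mM HEPES pH 7.5/0.01% Tween-20; 200 nM KDM5BΔAP final; 10 min compound preincubation; substrate-mix levels 12.5 µM peptide, 25 µM α-KG, 0.25 mM NAD⁺; 30 min RT; ΔRFU.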
Active calls of the source: *; i = inactive; ? = inconclusive; [ ] = another dose, or the depositor's remark. Potency means the concentration at half of the fitted maximal effect.

Compound	KDM5B inhibitor
O=C(COc1ccc2c(-c3ccccc3)cc(=O)oc2c1)NC1CCCC1	-8.3%
CCc1noc(-c2cn(C3CCN(C(=O)c4ccc(OC)cc4)C3)nn2)n1 (centres undefined)	-18.2%
Cc1ccc(CN2CCN(C(=O)c3ccc4c(c3)C(O)CCCCCN4C)CC2)cc1 (centres undefined)	?
O=C(Nc1cccc(S(=O)(=O)NC2=NCCC2)c1)C1(c2ccc(Cl)cc2)CCCC1	14.8%
O=C(NCCN1CCCCC1)c1ccc(Cn2c(SCc3ccccc3)nc3ccncc32)cc1	-12.6%
COc1cc(NC(=O)CSc2nncn3c2cc2oc(C)cc23)cc(OC)c1	-9.0%
COc1ccc(NC(=O)CC2C(=O)N(c3ccc(C)cc3)C(=O)N2CCc2ccccc2)cc1 (centres undefined)	-21.7%
COc1ccc2ccccc2c1C=C(C#N)c1ccccn1	?
COc1cc(/C=C/c2nc(C#N)c(NCCCN3CCOCC3)o2)cc(OC)c1OC	i
O=C(c1n[nH]c2c1CCCC2)N1CCc2c(nc3cc(-c4ccccc4)[nH]n3c2=O)C1	15.8µM*
Cc1ccc(C(=O)N2CCc3cc(CNS(=O)(=O)c4cccs4)ccc32)cc1	-16.9%
O=C(Cc1ccsc1)N1CC(c2noc(COc3ccccc3)n2)C1	-19.0%
Cc1ccccc1Nc1nnc(SCC(=O)Nc2ccnn2C2CCCC2)s1	11.0%
Cc1ccc2nc(-c3ccc(Cl)c(NC(=O)COc4cccc(C)c4C)c3)oc2c1	20.1%
Cc1cccc(C)c1NC(=O)CN1C(=O)NC2(CCOCC2)C1=O	-16.0%
CC1(C(=O)N2CCc3ccccc3C2)CCOCC1	?
O=C(CN1CCOCC1)N1C[C@@H](COCC2CC2)[C@H](c2ccccn2)C1	-19.6%
C=C1SC(Nc2c(C)cccc2C)=NC12CCCCC2	10.7%
O=C(NCc1coc(-c2cccs2)n1)c1cc2ccccc2cc1O	-9.6%
COc1ccc(C2=NC(c3ccncc3)=Nc3ccc(Br)cc3N2)cc1	-26.1%
O=C(NCCc1ccco1)C(=O)NCC1OCCCN1S(=O)(=O)c1ccc(F)cc1 (centres undefined)	?
O=C(Nc1ccc(F)cc1F)C1CCN(S(=O)(=O)c2ccc3[nH]c(=O)ccc3c2)CC1	-16.3%
Cc1cc(OC(C)C(=O)NCc2cccnc2)c2c(C)cc(=O)oc2c1 (centres undefined)	?
CC1(C)CC(=O)C2=C(C1)OC(N)=C(C#N)C2c1ccco1 (centres undefined)	-14.3%
COc1ccc(-c2cc(CC3(NC4CCN(C(C)=O)CC4)COC3)no2)cc1	-6.8%[86.2 µM]
CN(C1CCOCC1)C1CCN(C(=O)c2cccc(Cl)c2)CC1	-8.3%
Cc1ccc(N=Cc2ccc[nH]2)cc1I	-7.5%
NC(=O)/C(=C/c1ccco1)C(N)=S	?
O=C(COc1ccccc1[N+](=O)[O-])Nc1cc(-c2nc3cc(Cl)ccc3o2)ccc1Cl	-18.6%
CCn1ccc2c(OCC(=O)Nc3ccccc3C)cccc2c1=O	?
CCOc1ccc(NC(=O)N2CCc3cc(OC)c(OC)cc3C2CNC(=O)NC(C)C)cc1 (centres undefined)	1.9%
Cc1c(Cl)c(=O)oc2cc(OCC(=O)NCc3cccs3)ccc12	?
CN(Cc1nc2ccccc2n1C(F)F)S(=O)(=O)c1cc(Cl)ccc1Cl	-11.2%
COc1ccc(NC(=O)c2ccco2)cc1NC(=O)c1cccc(C)c1	10.6%
Cc1ccccc1Nc1nn2c(=O)c3ccc(C(=O)NCC(C)c4ccccc4)cc3nc2s1 (centres undefined)	?
N#Cc1ccc(N2CCC(C(=O)NC(c3ccc(F)cc3)C3CCCC3)CC2)nc1 (centres undefined)	18.3%
CCOC(=O)c1cnn(-c2cccc(F)c2)c1C1CCNCC1	-5.6%
O=C1CC2CCN(Cc3cccc(C(F)(F)F)c3)CC2CCN1 (centres undefined)	30.1%[activator][149 µM]
CCN1c2cc(C(=O)Nc3ccc(OC)c(Cl)c3)ccc2C(=O)N2CCCCC21 (centres undefined)	?
C[C@@H]1CN(C(=O)c2ccc3c(c2)NC(C)(CNc2ccccc2)CO3)C[C@H](C)O1 (some centres undefined)	-20.9%[86.2 µM]

For convenience, part of the list above.
Compound	KDM5B inhibitor
O=C(Nc1ccc(F)cc1F)C1CCN(S(=O)(=O)c2ccc3[nH]c(=O)ccc3c2)CC1	-16.3%
Cc1cc(OC(C)C(=O)NCc2cccnc2)c2c(C)cc(=O)oc2c1 (centres undefined)	?
CC1(C)CC(=O)C2=C(C1)OC(N)=C(C#N)C2c1ccco1 (centres undefined)	-14.3%
COc1ccc(-c2cc(CC3(NC4CCN(C(C)=O)CC4)COC3)no2)cc1	-6.8%[86.2 µM]
CN(C1CCOCC1)C1CCN(C(=O)c2cccc(Cl)c2)CC1	-8.3%
Cc1ccc(N=Cc2ccc[nH]2)cc1I	-7.5%
NC(=O)/C(=C/c1ccco1)C(N)=S	?
O=C(COc1ccccc1[N+](=O)[O-])Nc1cc(-c2nc3cc(Cl)ccc3o2)ccc1Cl	-18.6%
CCn1ccc2c(OCC(=O)Nc3ccccc3C)cccc2c1=O	?
CCOc1ccc(NC(=O)N2CCc3cc(OC)c(OC)cc3C2CNC(=O)NC(C)C)cc1 (centres undefined)	1.9%
Cc1c(Cl)c(=O)oc2cc(OCC(=O)NCc3cccs3)ccc12	?
CN(Cc1nc2ccccc2n1C(F)F)S(=O)(=O)c1cc(Cl)ccc1Cl	-11.2%
COc1ccc(NC(=O)c2ccco2)cc1NC(=O)c1cccc(C)c1	10.6%
Cc1ccccc1Nc1nn2c(=O)c3ccc(C(=O)NCC(C)c4ccccc4)cc3nc2s1 (centres undefined)	?
N#Cc1ccc(N2CCC(C(=O)NC(c3ccc(F)cc3)C3CCCC3)CC2)nc1 (centres undefined)	18.3%
CCOC(=O)c1cnn(-c2cccc(F)c2)c1C1CCNCC1	-5.6%
O=C1CC2CCN(Cc3cccc(C(F)(F)F)c3)CC2CCN1 (centres undefined)	30.1%[activator][149 µM]
CCN1c2cc(C(=O)Nc3ccc(OC)c(Cl)c3)ccc2C(=O)N2CCCCC21 (centres undefined)	?

The listing continues.
Compound	KDM5B inhibitor
O=C(O)c1ccccc1-c1ncc(-c2ccccc2F)o1	?
O=C(NCCCN1CCOCC1)c1cc(Cl)ccc1OCc1ccccc1	27.7%
Cc1cc(C)c(NC(=O)CN2CCCN(c3ccc(C(F)(F)F)cn3)CC2)c(Cl)c1	-11.6%
O=C1CC(=O)NC(SCC(=O)Nc2ccccc2[N+](=O)[O-])=N1	-14.9%

These rows are one share of the data, so the mix of outcomes need not match the whole.
